# Yfh1-off respiration: enhancers of respiration in Yfh1-depleted yeast, dose response, Friedreich's ataxia, plus single-dose screen (AID 1465); hit rate 0.074% among 220,000; fold induction at 50 µM; hits with a dose series show EC50 in µM; S. cerevisiae Yfh1-off respiration, WST-1 reduction, 72 h; higher fold induction means a stronger effect;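 active = fold induction of absorbance versus untreated yeast above a set limit, then at least 30% activation at any dose in follow-up; inconclusive = repeats straddling the limit, or above it without dose testing; inactive = fold induction below the set limit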;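 also: activators that raise dye reduction in frataxin-depleted yeast; strong numbers were not always called active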
# AID2073: disruptors of CaV2.2 binding to Mint1 – biochemical, HTRF (AID 2073) | inhibition, % at 20 µM, or IC50 in µM where a hit was titrated | HTRF protein-protein interaction, Mint1-CaV2.2; higher % means a stronger effect | hit rate 0.19% among 290,000; in the data active = inhibition mostly above about 51%, no sharp cut-off; inconclusive = no clear call, values can overlap the other calls; inactive = mostly below about 53%; also: some results filed as inactive read as strong as hits
# bCat nuc transl: alters nuclear translocation of beta-catenin in HeLa cells | immunofluorescence imaging | nuclear translocation activity, % at 5 µM | hit rate 0.3% among 190,000;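 active = nuclear translocation activity above 50% at 5 µM, with a well cell count of 50 or more; inconclusive = wells under 50 cells across six images, flagged as toxic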;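 also: per-cell ratio of nuclear to cytoplasmic median beta-catenin stain intensity; plate controls were DMSO negative control for no effect and GSK-3 inhibitor IX positive control for full effect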
#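 Assay system: human HeLa cells, native beta-catenin; doses: 5 µM primary, 0.02–20 µM confirmation; incubation: compound treatment 24 h, 37°C, 5% CO2; technique: fluorescence imaging of beta-catenin antibody stain plus DAPI; measure: % activation, nuclear-to-cytoplasmic median beta-catenin signal ratio per cell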
# WT yeast gro inh: growth inhibition of WT yeast, mitochondrial fusion screen; mitochondrial fusion phenotypic screen, WT strain; inhibition, % at 10 µM; hit rate 2.1% among 190,000; in the data active = inhibition above about 58%; tested in S. cerevisiae
# HIV fusion peptide: cell-free HIV fusion peptide-binding blockers – biochemical, uHTS, fluorescence dequenching, primary screen (AID 1986) | cell-free peptide binding, fluorescence dequenching, 30 min; higher % means a stronger effect | inhibition, % at 20 µM; hits with a dose series show IC50 in µM | hit rate 0.3% among 290,000; in the data active = inhibition mostly above about 52%, no sharp cut-off; inactive = mostly below about 76%; also: some results filed as inactive read as strong as hits
# Dynein transport: dynein cargo transport inhibition. 3617.4 mouse cells, GR-EGFP nuclear translocation imaging; test concentration mostly 20 µM; stimulated with dexamethasone, 1 µM; hits give low values. z-score, hits read low. hit rate 0.47% among 220,000. AID 1381;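 active = plate z-score of nuclear minus cytoplasmic receptor signal below a set negative limit, without overly bright fluorescence or cell loss, cut at about -3.5 in these data, passing the limit was not always enough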;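 also: z-score of nuclear minus cytoplasmic ring GR-EGFP intensity difference per well; some compounds called inactive have numbers as strong as hits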
#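 Buffer or medium – tet-free medium with charcoal-stripped serum · Signal – automated 10x imaging of fixed Hoechst-stained cells · Also added – dexamethasone agonist, 1.0 µM final, for 30 min · Incubation – induction 48 h, compound 1 h, agonist 30 min · Read-out – GR-EGFP nuclear translocation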
# Autophagy HCS: autophagy modulation, high-content screen. MEF GFP-LC3 puncta imaging; test concentration mostly 10 µM. calls only at 10 µM (by protocol). hit rate 0.98% among 190,000;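 active = percentage of spot-positive cells more than 3 SD above its plate mean, without a fluorescence outlier flag or 80% toxicity; inconclusive = no clear call, values can overlap the other calls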;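 also: spot-positive cell cutoff set from DMSO-treated cells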
# MT stabilize HCS: microtubule stabilizers in HeLa cells; HeLa tubulin immunostaining HCS, 24 h; share of cells brighter than vehicle mean+2SD; % tubulin-high responders, % at 10 µM; hit rate 0.83% among 200,000;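 active = plate Z-score above 3 for both tubulin-high and condensed-nucleus cell shares, with cell loss under 80%, at 10 µM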;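 also: anti alpha tubulin signal scored within the nucleus-defined area of each cell; some results filed as inactive read as strong as hits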
# Insulin prom up: MIN6 insulin promoter up-regulation | MIN6 insulin promoter-GFP reporter, high-content imaging; hits give high values | z-score at 5 µM | hit rate 0.3% among 190,000 | AID 1625;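 active = z-score above 3 at 5 µM with at least 500 cells counted in the well; inconclusive = wells under 500 cells, flagged as cytotoxic or low count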
# WT yeast gro inh mutant strain: also measured in WT yeast gro inh; calls as there; inhibition, %; mitochondrial fusion phenotypic screen, mutant strain inhibition
# Dynein transport cytoplasmic EGFP: further read-out of Dynein transport, marked with its call; z-score; measured here: cytoplasmic GR-EGFP intensity; hits give high values
# Dynein transport nuclear GR-EGFP: second read-out of Dynein transport, no call of its own (marks repeat the call); z-score; measured here: nuclear GR-EGFP intensity;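 lower value marks the stronger effect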
# Dynein transport cell count: second read-out of Dynein transport, no call of its own (marks repeat the call); z-score; measured here: cell count per field
# Insulin prom up cell count: recorded beside Insulin prom up, whose call it bears; cell count; measured here: cytotoxicity, nuclei count;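 total cells summed across four imaged fields per well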
# bCat nuc transl cell count 5 µM: also measured in bCat nuc transl; calls as there; cell count; measured here: cell count, cytotoxicity flag
# MT stabilize HCS Hoechst-high %: further read-out of MT stabilize HCS, marked with its call; % Hoechst-high responders; measured here: nuclear condensation Hoechst responders;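 share of cells brighter than vehicle mean plus two SD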
# MT stabilize HCS cytotoxicity %: also measured in MT stabilize HCS; calls as there; toxicity, %; measured here: cytotoxicity by cell density;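 0% = mean cell density of plate MIN control wells and 100% = no cells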
# Autophagy HCS cell loss 18 h: recorded beside Autophagy HCS, whose call it bears; toxicity, %; measured here: cell loss, nuclei count;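 cell loss after 18 h compound exposure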
# * = called active by the depositor; i = inactive; ? = inconclusive; . = no result given; + = active, no number.
SMILES,Yfh1-off respiration,AID2073,bCat nuc transl,bCat nuc transl cell count 5 µM,WT yeast gro inh,WT yeast gro inh mutant strain,HIV fusion peptide,Dynein transport,Dynein transport cytoplasmic EGFP,Dynein transport nuclear GR-EGFP,Dynein transport cell count,Autophagy HCS,Autophagy HCS cell loss 18 h,MT stabilize HCS,MT stabilize HCS Hoechst-high %,MT stabilize HCS cytotoxicity %,Insulin prom up,Insulin prom up cell count
O=C(NCc1cccnc1)C1c2ccccc2C(=O)N1Cc1ccco1 (stereo not drawn),i,37%,.,.,5,10,2.7%,1.1,0.15,0.83,1,i,-7,1.2,1.1,6.9,0.16,1395
N#CCCN(C(=O)Nc1ccc(Cl)c(Cl)c1)c1ccccc1,i,6%,-1.3,555,5,-17,-1.8%,-0.12,0.12,0.51,0.079,i,5,6.8,2.7,9.3,1.4,1284
O=C(NCC1CCCO1)c1ccc(COc2ccc(Br)cc2)cc1 (stereo not drawn),i,-2%,1.0,477,20,13,-1.6%,0.9,-0.16,0.083,-0.31,i,-2,1.5,3.6,13,0.44,1252
CCCNC(=O)Cn1cnc2sc(C(=O)N3CCN(c4ccc(F)cc4)CC3)c(C)c2c1=O,i,?,.,.,-9,-11,-1.5%,-0.41,-0.18,-0.36,0.45,i,-3,1.9,1.3,6.3,-0.14,1028
COC(=O)c1sccc1NC(=O)c1ccc(C)o1,i,19%,-2.3,1322,21,8,1.5%,0.74,-0.2,-0.22,-0.0025,i,1,3.3,1.8,4.3,1.3,1422
C=CCN1C(=O)/C(=C/C=C2/N(CC)c3ccc(S(=O)(=O)N(C)C)cc3N2CC)SC1=S,i,26%,2.1,1561,26,27,139%,-0.78,0.3,0.064,0.51,+,12*,29,2.6,3.7,.,.
CCCn1c(SCC(=O)c2ccc3c(c2)OCCO3)nnc1C(C)C,.,-24%,-1.8,931,9,3,-1.9%,-0.89,-0.057,-0.25,0.91,i,0,2.5,2.2,3.2,-0.17,1186
O=C(c1cccs1)N1CCC(C(=O)N2CCN(Cc3ccc4c(c3)OCO4)CC2)CC1,i,16%,-0.4,1017,13,1,-1.3%,-0.44,-0.24,0.24,0.29,i,0,0.9,0.8,4.1,0.24,1416
Cc1[nH]c2ccccc2c1/C=C/c1nc2ccccc2c(=O)n1CCO,i,-1%,-3.5,812,-2,-20,0.0%,0.26,0.91,0.1,0.13,i,6,4.6,1.3,20,.,.
O=C(Nc1nc(COc2ccccc2)cs1)C1CCC1,i,16%,-0.4,1159,-9,-21,1.3%,-0.91,-0.23,-0.69,0.79,i,4,3.3,2.8,2.0,.,.
CC(=O)c1ccc(-n2nnnc2SCC(=O)N2CCN(C(=O)c3ccco3)CC2)cc1,i,-7%,-0.4,1187,4,-12,0.8%,-0.19,-0.031,-0.027,0.48,i,1,3.2,3.3,14,.,.
CCC(C)NC(=O)CC1Oc2ccc(Cl)cc2NC1=O (stereo not drawn),i,-2%,.,.,2,11,-2.5%,2,0.004,1.4,-1.2,i,4,5.0,2.2,10,0.05,915
COC1CCCCC1Nc1cc(C)cc(C)c1 (stereo not drawn),i,-12%,.,.,1,-6,-2.2%,-0.56,-0.16,-0.1,0.53,i,9,0.9,1.3,10,-2.1,839
COc1ccc(CCNC(=O)c2nn(C)cc2Cl)cc1,i,1%,1.3,1076,1,-20,-1.6%,-0.27,-0.21,-0.19,-0.57,i,-2,5.1,2.0,4.7,0.13,1931
COc1ccccc1Nc1nc(NCCO)c2ccccc2n1,i,-2%,-4.2,830,-22,-11,1.1%,-0.24,-0.18,-0.12,0.14,i,-12,0.9,2.5,13,-0.38,1392
CCOC(=O)c1cc(C#N)c(C)nc1N(CC)CC,i,2%,0.6,1287,.,.,-1.0%,-0.18,-0.2,-0.26,0.1,.,.,.,.,.,-0.1,1180
O=C(c1ccc2c(c1)OCCO2)N1CCCCC1,i,7%,0.4,1103,14,0,-1.1%,1.4,-0.24,1,0.49,i,4,3.3,3.3,12,0.42,1309
COc1cccc(NC(=O)Cn2c(=O)n(-c3ccccc3)c(=O)c3sccc32)c1,i,-3%,2.2,1063,-6,-2,4.6%,0.3,0.49,0.76,-0.079,i,-11,2.1,3.4,9.4,0.17,1235
Cc1ccc(C(=O)N/C(=C\c2cccs2)C(=O)NC2CCCCC2)cc1,i,7%,-5.8,1077,-2,-15,-0.4%,-0.66,-0.2,-0.18,0.84,i,-3,2.8,1.8,7.1,0.11,842
CCN(CC(=O)Nc1ccc(OC)cc1)CC(=O)Nc1ccc(Cl)cc1F,i,-2%,3.3,1119,-13,-21,-0.5%,-0.39,-0.28,-0.022,0.038,i,9,2.1,1.5,1.9,-2.3,996
COc1ccccc1C(CCNS(=O)(=O)c1ccc(C)cc1)c1ccco1 (stereo not drawn),i,-1%,0.7,1033,43,6,3.3%,1.3,-0.2,0.99,-1.4,i,-1,4.0,2.5,11,-0.62,1466
Cc1ccnc(SCc2cc(=O)c(OC(=O)c3ccc(Cl)c([N+](=O)[O-])c3)co2)n1,i,-47%,0.4,515,17,13,0.4%,-0.95,0.18,-0.85,-0.67,i,6,4.4,3.1,6.2,0.9,1274
CCN(CC)S(=O)(=O)c1ccc(N2CCOCC2)c(NC(=O)Cc2ccccc2)c1,i,34%,-2.2,1068,-1,12,-0.5%,0.038,-0.26,-0.094,-0.3,i,12,4.3,1.9,8.3,-0.08,1526
NNC(=O)c1nnn(-c2nonc2N)c1CN1CCc2ccccc2C1,i,-7%,-1.0,946,-10,13,-4.2%,-0.72,-0.25,0.042,0.11,i,33,3.3,2.6,3.8,0.29,1149
Cc1ccccc1NCCNc1ccccc1C,i,35%,.,.,4,39,1.6%,0.87,-0.36,0.36,-0.12,i,0,1.2,1.6,5.3,-0.41,853
COc1ncnc2c1NC1=C(S2)C(=NCCC(=O)O)CC(C)(C)C1,i,-12%,-0.8,1443,0,2,-3.3%,-1.3,-0.38,-0.39,0.78,i,-9,2.3,1.5,7.6,1.7,1356
Cc1cc(-c2cc(-c3ccc(Cl)cc3)on2)nc(NCC2CC2)n1,i,4%,1.8,1018,.,.,-0.1%,2.9,-0.72,1.6,-1.3,.,.,.,.,.,-0.75,700
O=C(O)c1cc(Sc2ccc(Br)cc2)nc2ccccc12,i,23%,1.1,1174,9,-1,2.0%,-0.34,0.38,0.28,1.3,i,-3,1.2,1.4,1.9,-1.4,1235
Cc1c(C(=O)c2ccccc2)c2ccccn2c1CCc1ccccn1,i,10%,-4.8,1066,1,7,26%,1.5,-0.28,2.1,-0.0076,i,29,0.1,2.6,6.3,0.01,1257
COc1ccc(C(C)=O)cc1COC(=O)c1ccc2ccccc2n1,i,-5%,-0.6,1142,22,-25,-1.7%,0.031,-0.2,-0.051,0.092,i,-10,1.3,1.5,0.0,-0.45,1392
COc1cc(CSc2ncn[nH]2)c(OC)cc1CSc1ncn[nH]1,i,9%,-2.4,982,-10,3,-1.6%,0.42,-0.19,0.61,-0.66,i,-40,14,1.4,8.7,0.18,1587
Cc1c(N/C=C/C(=O)c2ccc(Cl)cc2)c(=O)n(-c2ccccc2)n1C,i,-2%,.,.,22,6,-1.0%,0.0059,0.26,0.41,-0.63,i,-9,1.0,1.3,6.4,-0.9,843
Cc1ccc2oc(=O)c3cnn(CC(=O)N(CCN(C)C)Cc4ccco4)c3c2c1,i,-1%,.,.,2,-3,-0.5%,-1.7,-0.12,-1,5,i,9,1.4,2.8,8.1,-1.2,818
Cc1noc(C)c1S(=O)(=O)N1CCC(C(=O)N2CCN(c3ccccc3Cl)CC2)CC1,i,2%,-3.1,1169,12,1,-2.3%,1.3,0.45,1.2,-1.3,i,-6,3.0,1.7,5.7,0.45,854
O=S(=O)(c1ccc(F)cc1)N1CCn2c(nc3ccccc32)C1,i,2%,.,.,7,6,1.7%,-0.35,-0.21,-0.19,-0.051,i,2,4.7,1.8,7.1,0.44,1137
CN1/C(=C\C(=S)NC(=O)c2ccccc2Cl)C(C)(C)c2ccccc21,i,55%,9.2,528,58,9,3.3%,0.66,0.99,0.83,-1.2,i,-22,4.2,3.3,10,?,.
O=[N+]([O-])c1ccc2nnn(O)c2c1,i,8%,-1.7,554,6,2,-0.6%,-0.73,-0.24,0.14,0.78,i,7,3.5,1.1,8.3,0.63,1323
COc1ccc(N2C(=O)C(Cl)=C(N3CCCC3)C2=O)cc1,i,20%,-2.6,946,-5,7,8.3%,1.8,0.048,1.1,-1.7,i,20,4.4,1.9,2.8,-0.04,1605
Cc1cc(Nc2cccc(C)c2C)n2nc(C)nc2n1,.,1%,-1.9,516,-2,-12,0.6%,2.9,-0.078,2.8,-2,i,12,1.9,2.5,11,0.9,1094

# Screens from PubChem.
